Source: PubChem (National Center for Advancing Translational Sciences (NCATS))
Lamin A splicing: modulators of lamin A splicing. HeLa LMNA splicing GFP/RFP minigene ratio, 48 h. Potency, µM (doses to about 46.1 µM), without a hit: at the top dose ratio change, negative = inhibition, most hits filed as inhibitors. actives 0.01% (n = 200,000). AID 1487; active = well fitted inhibition curve with a large enough effect in the signal ratio, with a control signal flat, not every such curve was filed as active; inconclusive = small, poorly fitted or top-dose-only effect, or effect the other way, or a change in a side signal; the % refers to the signal ratio
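S3 HeLa stable clones carrying a lamin A-EGFP splicing minigene plus DsRed2 were seeded at 600 cells/well in Opti-MEM with 2% FBS, pin-dosed and incubated 48 h at 37°C. Acumen cytometry (488 nm) gave the GFP/RFP total-intensity ratio.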
The depositor's hits bear a star; ? = inconclusive; [ ] = remark or other dose. % is scaled to controls: 0 for no effect and ±100 for the full control effect; potency is read from the fitted curve at half-maximal effect. These rows are one share of the data, so the mix of outcomes need not match the whole.

Molecule | Lamin A splicing
COC(=O)c1ccccc1NC(=O)Cn1cc(S(=O)(=O)Cc2ccccc2F)c2ccccc21 | -2%[46 µM]
Cc1cccc(N2CCN(C(=O)C3CCN(S(=O)(=O)c4c(C)noc4/C=C/c4ccccc4F)CC3)CC2C)c1 (stereo unspecified) | 6%[46 µM]
CCc1ccccc1NC(=O)CN1C(=O)c2cccnc2Oc2ccc(Cl)cc21 | ?
CCOC(=O)Cn1c(=O)n(CC2CCCO2)c2nc(-c3ccccc3OC)nc(C(N)=O)c21 (stereo unspecified) | ?
CCN(c1ccc(C)cc1C)S(=O)(=O)c1nnc(NC(=O)c2ccc(F)cc2)s1 | 10%[46 µM]
CCCCN(C)CCNC(=O)Cn1ncc2c([nH]c3ccccc32)c1=O | ?
Cc1c(C(=O)Nc2cccc(C(F)(F)F)c2)sc2nc3n(c(=O)c12)CCC3 | -21%[46 µM]
O=C(Nc1cccc(Br)c1)N1CCC(CN2CCCCCC2)CC1 | -11%[46 µM]
COc1cc(OC)c(NC(=O)COc2ccccc2-c2nnc(-c3ccccc3)o2)cc1Cl | 13%[46 µM]
Cc1ccc(NC(=O)CN2C(=O)C3(SCC(=O)N3c3cccc(Cl)c3)c3ccccc32)cc1C (stereo unspecified) | ?
Cc1nn2c(C)c(C(=O)NCc3ccco3)cnc2c1-c1ccccc1 | 10%[46 µM]
CCN1C(=O)c2ccccc2Sc2ccc(NC(=O)c3ccc(C)c(F)c3)cc21 | ?
COc1ccccc1CNc1nc(-c2ccco2)nn1S(=O)(=O)c1ccc(C)cc1 | ?
CCOC(=O)Cc1ccc(NC(=O)N2CCc3c(sc4c3CCCC4)C2c2ccc(F)cc2)cc1 (stereo unspecified) | -17%[46 µM]
Cc1cc(S(=O)(=O)Nc2cc3c(cc2N2CCOCC2)n(C)c(=O)c(=O)n3C)ccc1F | -4%[46 µM]
Cc1cc(Nc2sc(C(=O)c3ccc(F)cc3)c(N)c2C(=O)Nc2ccc(F)cc2)ccc1Cl | ?
CC(=O)c1cccc(NC(=O)Cn2ccn3nc(-c4ccccc4)cc3c2=O)c1 | 18%[46 µM]
CCOC(=O)c1sc2ccccc2c1S(=O)(=O)NCc1ccccc1OC | -8%[46 µM]
Cc1cccc(NC(=O)C(Cc2ccccc2)N2Cc3ccccc3C2=O)c1C (stereo unspecified) | -20%[46 µM]
CC(C)c1ccc(CNc2n[nH]c(-c3ccco3)n2)cc1 | 20%[46 µM]
CCn1cc(S(=O)(=O)c2cc(C)cc(C)c2)c(=O)c2cc(F)c(N3CCC(C)CC3)cc21 | 4%[46 µM]
COc1ccc(-c2cn3c(n2)sc2cc(C(=O)Nc4ccccc4F)ccc23)cc1 | 15%[46 µM]
CCOc1ccccc1CNC(=O)c1oc2c(c1C)-c1nn(Cc3cccc(Cl)c3)cc1CC2 | ?
Cc1nc(SCC(=O)Nc2ccc(C)c(Cl)c2)cc(-c2ccccc2)n1 | ?
COc1cc(NC(=O)Cn2ncc3c([nH]c4ccc(C)cc43)c2=O)cc(OC)c1OC | ?
Cc1ccc(S(=O)(=O)C(CNC(=O)C(=O)NCc2ccc(Cl)cc2)c2ccco2)cc1 (stereo unspecified) | 2%[46 µM]
CCc1ccccc1N(C)C(=O)c1cnc(N2CCOCC2)c2ccccc12 | ?
COc1ccc(CN(Cc2ccco2)c2cnc(S(C)(=O)=O)nc2C(=O)Nc2ccc(C)cc2C)cc1 | -4%[46 µM]
O=C1CC(c2ccc(Cl)cc2)N=C(NC(=O)c2ccccc2)N1 (stereo unspecified) | -1%[46 µM]
CCOC(=O)c1[nH]c(C)c(CCC(=O)NCc2cccc(C)c2)c1C | -10%[46 µM]

Reformatted with each value named: entries from further up.
compound: CCN1C(=O)c2ccccc2Sc2ccc(NC(=O)c3ccc(C)c(F)c3)cc21
  Lamin A splicing: ?
compound: CCOC(=O)Cc1ccc(NC(=O)N2CCc3c(sc4c3CCCC4)C2c2ccc(F)cc2)cc1 (stereo unspecified)
  Lamin A splicing: -17%[46 µM]

New compounds follow.
Molecule | Lamin A splicing
COc1cccc2c1Oc1ncccc1N(C(=O)CCC(=O)NCc1ccc(N(C)C)cc1)C2 | -10%[46 µM]
CCOC(=O)c1ccccc1NC(=O)CSc1c(C)cnc2c1c(=O)n(C)c(=O)n2C | -8%[46 µM]
O=C(CSc1nnc2[nH]c(=O)cc(-c3ccccc3)n12)Nc1ccc(OC(F)(F)F)cc1 | 23%[46 µM]
Cc1cc(C)c(NC(=O)Cn2nnc(C(=O)Nc3ccc(F)cc3F)c2N)c(C)c1 | 23%[46 µM]
CC1CCc2onc(C(=O)N3CCN(c4ccc(Cl)cc4)CC3)c2C1 (stereo unspecified) | 18%[46 µM]
CCC(=O)N1c2ccccc2CC1C(=O)NCCc1ccc(OC)cc1OC (stereo unspecified) | 0%[46 µM]
Cc1noc2ncnc(N3CCCC(C(=O)Nc4cc(F)ccc4F)C3)c12 (stereo unspecified) | -4%[46 µM]
Cc1ccc(F)cc1NC(=O)Cn1c(C)cc(C)c(C#N)c1=O | 5%[46 µM]
CCOc1ccc(-n2c(SCc3ccc(C(=O)OC)o3)nc3c([nH]c4ccccc43)c2=O)cc1 | ?
COc1cc(CNC(=O)c2cnc3c(-c4cccc(C)c4)c(C)nn3c2C)cc(OC)c1OC | ?
CCN(CC)S(=O)(=O)c1ccc2c(c1)nc(CN(C)C(=O)Nc1ccc(Cl)cc1)n2C | ?
O=C(NCCc1csc2nc(-c3ccc(F)cc3)nn12)c1ccco1 | -9%[46 µM]
Cc1cccn2c(=O)c3cc(C(=O)NC(C)(C)C)n(C)c3nc12 | 24%[46 µM]
Cc1noc(-c2ccc(-c3noc(-c4ccc(C(F)(F)F)cc4)n3)cc2)n1 | ?
Cc1csc2nc(-c3cccc(NC(=O)C(C)C)c3)cn12 | ?
COc1ccc(N2CCN(C(=O)Cn3cnc4nc5c(cc4c3=O)CCCC5)CC2)cc1 | 17%[46 µM]
COC(=O)c1ccc(CSc2nc3c([nH]c4ccccc43)c(=O)n2-c2cccc(OC)c2)o1 | -9%[46 µM]
CC(C)(C)C(=O)Nc1c(C(=O)N2CCN(c3ccc(F)cc3)CC2)oc2ccccc12 | 4%[46 µM]
COc1cccc(C(=O)Nc2c3c(nn2-c2ccc(Cl)cc2)CS(=O)(=O)C3)c1 | 8%[46 µM]
CCCS(=O)(=O)N1CC(=O)N(c2ccccc2C)C(C)(C(=O)NC2CCCCC2)C1 (stereo unspecified) | ?
COc1ccc(C)cc1N(C)C(=O)c1c(C)oc2ncnc(N3CCOCC3)c12 | 3%[46 µM]
Cc1c(Cl)cccc1-n1ncc(C(=O)Nc2ccc(Br)cc2F)c1C1CCNCC1 | -9%[46 µM]
Cc1cc(C)cc(-n2c(SCC(=O)NCc3ccco3)nc3c([nH]c4ccccc43)c2=O)c1 | 26%[46 µM]
CCCCOc1ccc(S(=O)(=O)n2nc(C)c(S(=O)(=O)N3CCCCCC3)c2C)cc1 | -2%[46 µM]
O=C(Cc1ccc(F)cc1)NCCc1csc(-c2ccc(C(F)(F)F)cc2)n1 | 0%[46 µM]
Cc1ccc(Cc2nc3ccccc3nc2SCC(=O)N2CCCCC2)cc1 | ?
O=C(c1ccccc1F)N1c2nc(-c3ccco3)nn2C2(CCCCC2)[C@@H]2CCCC[C@@H]21 | 1%[46 µM]
Cc1cccc(S(=O)(=O)Nc2cccc(-c3ccc(N4CCCCC4)nn3)c2)c1 | 19%[46 µM]
CCc1ccc(CNC(=O)CN2C(=O)CCn3nc(-c4cn(C)c5ccccc45)cc32)cc1 | -14%[46 µM]
CCOc1ccc(NC(=O)CN2C(=O)CCSc3ccc(S(=O)(=O)N4CCCC4)cc32)cc1 | ?
CCOc1ccc(CNC(=O)Cn2nc(C)c3nn(-c4ccc(Cl)cc4)c(C)c3c2=O)cc1OC | ?
CCN(CC)S(=O)(=O)c1ccc2c(c1)N(CC(=O)NCCc1ccc(OC)c(OC)c1)C(=O)CO2 | 1%[46 µM]
CCOC(=O)c1c(C)oc2nc(C)nc(NCCc3ccc(OCC)cc3)c12 | -17%[46 µM]
COc1ccc(C2=Nc3ccccc3N(CC(=O)Nc3cccc(C(C)=O)c3)C(=O)C2)cc1 | ?
Cc1ccc(NC(=O)CN2CCN(S(=O)(=O)c3ccc(C(C)C)cc3)CC2)cc1F | 0%[46 µM]
CCOc1ccc(-n2c(SCC(=O)NCc3ccccc3)nc3n[nH]c(C)c3c2=N)cc1 | 13%[46 µM]
Cc1nn(-c2ccccc2)c2c1N(CCCC(=O)NCc1ccc(OC(C)C)cc1)C(=O)CS2 | ?
CSCCC(NS(=O)(=O)c1ccc2c(c1)oc(=O)n2C)C(=O)N1CCN(c2cc(C)ccc2C)CC1 (stereo unspecified) | ?
COc1ccc(C(CNC(=O)c2ccc(C)cc2)N2CCOCC2)cc1 (stereo unspecified) | 5%[46 µM]
COc1ccc(NC(=O)Cn2ccn(-c3ccccc3)c(=O)c2=O)cc1 | 20%[46 µM]
N#Cc1ccccc1Cn1c(SCC(=O)NCc2ccccc2)nc2ccccc21 | 10%[46 µM]
O=C(NCC(c1cccnc1)N1CCN(Cc2ccccc2)CC1)C(=O)Nc1cccc(Cl)c1 (stereo unspecified) | 10%[46 µM]
CC(=O)Nc1ccc(NC(=O)c2cc(-c3ccc4c(c3)OCCO4)on2)cc1 | ?
CCOc1ccccc1Nc1sc(C(=O)c2ccccc2)c(N)c1C(=O)NCCc1ccccc1 | -2%[46 µM]
CCn1c(CN2CCC(C)CC2)nc2cc(NC(=O)COc3ccc(Cl)c(C)c3)ccc21 | 10%[46 µM]
COc1ccccc1N1CCN(C(=O)CSc2nc3ccccc3nc2Cc2ccccc2)CC1 | -11%[46 µM]
Cc1cc(C)cc(NC(=O)CSc2nccn2C2CCCC2)c1 | 14%[46 µM]
Cc1cc(C)cc(N2C(=O)CSC23C(=O)N(CC(=O)Nc2ccc(F)cc2F)c2ccccc23)c1 (stereo unspecified) | -5%[46 µM]
Cc1ccc2ccc3cc(C(=O)N4CCN(c5ccccc5)CC4)nc3c2[nH]1 | ?
O=C1CS(=O)(=O)C2(C(=O)N(Cc3ccccc3)c3ccccc32)N1c1ccc(F)c(Cl)c1 (stereo unspecified) | -5%[46 µM]
COc1ccc(N2CCN(C(=O)C3CCCN(S(=O)(=O)c4ccc5c(c4)CCCN5C(C)=O)C3)CC2)cc1 (stereo unspecified) | -2%[46 µM]
COc1ccc(N2CC(NC(=O)COc3ccccc3)CC2=O)cc1OC (stereo unspecified) | 21%[46 µM]
COc1ccc(C(CNC(=O)COc2ccc(Cl)c(C)c2)N2CCOCC2)cc1 (stereo unspecified) | 11%[46 µM]
COc1ccc(CNC(=O)Cc2csc3nc(-c4ccc(C)cc4)cn23)cc1 | 0%[46 µM]
O=C(COc1ccccc1Cl)OCc1cc(=O)n2nc(-c3cccs3)sc2n1 | -20%[46 µM]
Cc1ccc(NC(=O)CSc2nc3ccc(NC(=O)CCc4ccccc4)cc3s2)cc1 | 15%[46 µM]
COc1ccccc1Nc1cc(C)nc2nc(-c3ccccc3)nn12 | -2%[46 µM]
O=C(CSc1n[nH]c(-c2ccccc2Cl)n1)N1CCN(c2ccccc2F)CC1 | -9%[46 µM]
Cc1ccc(CN2C(=O)c3ccccc3Sc3ccc(C(=O)OCc4ccco4)cc32)cc1 | ?
COc1ccc(S(=O)(=O)NCc2ccc3c(c2)CCN3C(=O)c2ccc(C)cc2)cc1Cl | -7%[46 µM]

Some of the entries so far, field by field:
> COc1ccc(-c2cn3c(n2)sc2cc(C(=O)Nc4ccccc4F)ccc23)cc1
- Lamin A splicing = 15%[46 µM]
> O=C1CS(=O)(=O)C2(C(=O)N(Cc3ccccc3)c3ccccc32)N1c1ccc(F)c(Cl)c1 (stereo unspecified)
- Lamin A splicing = -5%[46 µM]
> CSCCC(NS(=O)(=O)c1ccc2c(c1)oc(=O)n2C)C(=O)N1CCN(c2cc(C)ccc2C)CC1 (stereo unspecified)
- Lamin A splicing = ?
> COc1ccc(S(=O)(=O)NCc2ccc3c(c2)CCN3C(=O)c2ccc(C)cc2)cc1Cl
- Lamin A splicing = -7%[46 µM]

The list continues:
Molecule | Lamin A splicing
Cc1cc(NC(=O)N(C)CCc2c(C)nn(C)c2C)ccc1Br | -9%[46 µM]
O=C(NCCc1ccc(F)cc1)C(=O)NCC(c1cccs1)S(=O)(=O)c1ccccc1 (stereo unspecified) | -15%[46 µM]
O=C(NCCS(=O)(=O)N1CCN(c2ccc(F)cc2)CC1)C1CC(=O)N(c2ccc(F)cc2)C1 (stereo unspecified) | -1%[46 µM]
CCOc1ccc(Cn2c(CNS(=O)(=O)c3cccs3)nc3cccnc32)cc1 | 5%[46 µM]
CCCc1nn2c(=O)cc(COC(=O)c3cccc(NC(=O)COc4ccc(F)cc4)c3)nc2s1 | -4%[46 µM]
COc1ccc(N2CCN(C(CNC(=O)C(=O)NCCc3ccccc3)c3cccnc3)CC2)cc1 (stereo unspecified) | ?
CCOC(=O)C1CCN(C(=O)CSc2n[nH]c(-c3ccccc3Cl)n2)CC1 | 6%[46 µM]
O=C(c1ccco1)N1CCN(c2nc3ccc(Cl)cc3s2)CC1 | 13%[46 µM]
COc1cc(NS(=O)(=O)c2cc(Br)cc3c2N(C(=O)C2CC2)CC3)cc(OC)c1 | ?
COc1cccc(NC(=O)CSC2=Nc3ccccc3C3=NC(CC(=O)NC4CCCCC4)C(=O)N23)c1 (stereo unspecified) | -8%[46 µM]
O=C(NCC(c1cccs1)S(=O)(=O)c1cccs1)c1ccccc1F (stereo unspecified) | 3%[46 µM]
